Source: PubChem BioAssay
SRC2 inh – human SRC2 (NCOA2) inhibition. HEK293 GAL4-SRC2 luciferase reporter, luminescence. actives 0.17% (n = 370,000). AID 651957. inhibition, % at 9 µM;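 active = inhibition above the mean inhibition of all tested compounds plus 3 SD, set per campaign, cut at about 52% in these data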;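 also: 0% = DMSO treated cells and 100% = cells given Gossypol at 36 µM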
NR2F2 inh – NR2F2 (human) inhibition, primary screen; actives 0.7% (n = 370,000); HEK293T NGFI-A luciferase reporter, luminescence; inhibition, % at 8.6 µM; AID 686940; P24468;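 active = inhibition above a per-plate cutoff, mean inhibition of test wells between control levels plus 3 SD, cut at about 38% in these data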;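 also: cells cotransfected with COUP-TFII expression vector driving the NGFI-A reporter; 0% = median of COUP-TF2 test wells and 100% = reporter-only cells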
Target sequence (P24468 whole entry, looked up): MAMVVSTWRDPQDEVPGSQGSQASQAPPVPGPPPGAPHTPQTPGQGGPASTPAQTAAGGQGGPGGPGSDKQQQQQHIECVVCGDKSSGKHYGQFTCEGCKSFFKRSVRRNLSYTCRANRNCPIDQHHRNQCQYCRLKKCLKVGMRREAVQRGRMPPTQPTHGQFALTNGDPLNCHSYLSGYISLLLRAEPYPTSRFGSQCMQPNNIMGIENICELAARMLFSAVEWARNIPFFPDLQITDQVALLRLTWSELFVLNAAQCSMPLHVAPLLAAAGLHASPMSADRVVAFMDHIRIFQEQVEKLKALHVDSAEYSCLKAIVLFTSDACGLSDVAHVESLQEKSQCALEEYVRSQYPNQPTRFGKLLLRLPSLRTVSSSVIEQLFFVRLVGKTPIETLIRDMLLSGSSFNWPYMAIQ
NR5A2 inv ag – inverse agonists of human LRH-1 (NR5A2); HEK293T StAR-luciferase reporter, LRH-1 transfected, 24 h; inhibition, % at 3.6 µM; actives 0.13% (n = 360,000);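 active = inhibition above the mean inhibition of all tested compounds plus 3 SD, cut at about 73% in these data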;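 also: 0% = DMSO wells and 100% = reporter-only cells lacking LRH-1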
ABHD5-PLIN5 inh – ABHD5-PLIN5 protein interaction inhibition; Split G. princeps luciferase complementation, luminescence, 4 h; actives 0.78% (n = 360,000); AID 602281; inhibition, % at 4 µM;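 active = inhibition above the mean inhibition across every tested compound plus 3 SD, cut at about 22% in these data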;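 also: 0% = DMSO only wells and the 100% control is not disclosed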
TWEAK-Fn14 inh – TWEAK-Fn14 signaling inhibition. TWEAK-stimulated Fn14 reporter cells, luciferase luminescence, 8 h. inhibition, % at 10 µM. actives 2% (n = 360,000); in the data active = inhibition above about 50%
NOD2 RIPK2 PPI – NOD2-RIPK2 protein interaction inhibition; actives 0.38% (n = 360,000); inhibition, % at 4.98 µM; AID 624267; CHO BLA complementation NOD2-RIPK2, CCF4 ratio; in the data active = inhibition above about 21%;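 also: 0% = vehicle only and 100% = reference blocker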
Target sequence (O43353 whole entry, looked up): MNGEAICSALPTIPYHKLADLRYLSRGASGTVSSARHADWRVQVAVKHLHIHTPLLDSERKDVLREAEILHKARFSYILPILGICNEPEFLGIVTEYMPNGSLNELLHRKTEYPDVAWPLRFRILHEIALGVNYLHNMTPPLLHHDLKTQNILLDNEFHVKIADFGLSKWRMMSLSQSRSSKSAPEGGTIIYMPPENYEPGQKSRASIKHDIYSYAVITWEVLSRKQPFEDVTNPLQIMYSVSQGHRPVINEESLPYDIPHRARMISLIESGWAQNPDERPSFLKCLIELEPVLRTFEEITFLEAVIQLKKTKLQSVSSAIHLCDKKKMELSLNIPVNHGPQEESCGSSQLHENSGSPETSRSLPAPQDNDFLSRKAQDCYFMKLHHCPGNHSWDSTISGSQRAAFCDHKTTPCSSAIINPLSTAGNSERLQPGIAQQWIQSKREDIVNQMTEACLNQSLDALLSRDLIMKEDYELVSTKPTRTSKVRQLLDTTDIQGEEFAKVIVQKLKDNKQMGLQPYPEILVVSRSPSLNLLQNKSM
TROY signal inh – blocks TROY-dependent signaling in reporter cells | Q293 LMP1-TROYcd NF-kB luciferase reporter, 4 h | inhibition, % at 10 µM | actives 0.98% (n = 360,000) | AID 1347056;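 active = compounds whose plate-normalised and pattern-corrected inhibition of the luciferase reporter signal at the single screening dose is 50% or more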
TLR9-MyD88 block – blocks human TLR9 binding to MyD88; Q9NR96+Q99836; CHO BLA complementation TLR9-MyD88, CCF4 FRET ratio; inhibition, % at 4.98 µM; actives 0.21% (n = 340,000);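 active = inhibition above the mean over all tested compounds plus 3 SD, cut at about 21% in these data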;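 also: 0% = DMSO only wells and 100% = clavulanate BLA inhibitor control wells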
SRC1 inh – inhibitors of human steroid receptor coactivator 1 (SRC1) | HEK293 GAL4-SRC1 luciferase reporter, luminescence | inhibition, % at 3.6 µM | actives 0.12% (n = 360,000);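 active = inhibition above the campaign mean plus 3 SD, with each screening campaign given its own cutoff, cut at about 60% in these data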;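 also: 0% = DMSO treated cells and 100% = gossypol at 36 µM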
NCOA3 inh – inhibits human SRC3 coactivator; actives 0.17% (n = 360,000); HEK293 GAL4-SRC3 luciferase reporter, luminescence; AID 588352; Q9Y6Q9; inhibition, % at 3.6 µM;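 active = inhibition above a per-campaign cutoff, the mean of all compounds plus 3 SD, cut at about 60% in these data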;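 also: 0% = DMSO-treated cells and 100% = gossypol-treated cells at 36 µM; higher means less SRC3-driven luciferase light from the GAL4 reporter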
Exocytosis inh – lytic granule exocytosis inhibition. TALL-104 LAMP-1 surface exposure, flow cytometry; cells stimulated with thapsigargin and PMA. inhibition, % at 10 µM. actives 0.66% (n = 360,000);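 active = inhibition above about 55%, limit read from the data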
* marks the source's active call; other numbers are inactive results; x = no result given.

SMILES	SRC2 inh	NR2F2 inh	NR5A2 inv ag	ABHD5-PLIN5 inh	TWEAK-Fn14 inh	NOD2 RIPK2 PPI	TROY signal inh	TLR9-MyD88 block	SRC1 inh	NCOA3 inh	Exocytosis inh
CC(=O)Nc1ccc2c(c1)-c1ccc(F)cc1C2	-25	-6	-18	0	26	1	-14	-3	-23	-27	-4
COc1cc(/C=C(/C#N)C(=O)Nc2ccc(Cl)cc2)ccc1Oc1nc(Cl)ncc1F	3	18	8	1	-18	-3	14	-5	3	-3	2
COc1ccc(-n2c(SCC(=O)NCc3ccco3)nc3sc4c(c3c2=O)CCN(C)C4)cc1	-5	-7	42	14	11	2	7	-8	3	-12	-1
CCN(CC(=O)Nc1c(F)cccc1F)C(=O)c1cccc(S(=O)(=O)NCc2ccccc2)c1	-1	19	8	5	4	-13	-8	-2	4	9	-3
CC(C)OC(=O)CSc1nc(N)c(C#N)c(-c2ccco2)c1C#N	17	-8	22	-1	2	3	3	-3	-9	10	-1
COC(=O)CSc1snnc1-c1ccc(Cl)c(Cl)c1	16	5	-10	-3	-15	-8	-46	-6	-20	7	-1
O=C(O)/C=C/c1ccc(S(=O)(=O)Nc2ccc(C(=O)NCC(=O)O)cc2)cc1	-11	6	-3	6	4	-8	-1	-5	-11	6	-2
O=C1C(=O)N(CCCO)C(c2ccccc2)/C1=C(\O)c1ccc(Br)cc1 (stereo not given)	-6	7	8	-23	8	4	-3	9	-14	6	-11
O=C(N/N=C/c1sc(=O)[nH]c1-[n+]1ccc2ccccc2c1)c1ccccc1[O-]	-18	5	-22	-18	-6	2	-46	-1	-27	-44	1
CN(CC(=O)Nc1ccccc1Cl)C(=O)COC(=O)c1ccc(-c2ccc(O)cc2)cc1	14	-9	-11	5	-13	1	-22	4	-56	21	-5
COc1ccc(CCNC(=O)c2ccco2)cc1	-45	-20	-64	-1	-4	-2	-15	10	-36	-12	0
O=C(CCN1C(=O)C2C3C=CC(C3)C2C1=O)N1CCN(c2ccccc2F)CC1 (stereo not given)	6	2	-13	4	-12	-2	-9	1	3	5	-4
NC(=O)c1sc2nc(-c3ccccc3)c3c(c2c1N)CCCC3	-3	30	-8	-8	8	4	17	-4	-13	-1	3
CN(C)S(=O)(=O)c1ccc(NC(=O)C2CCCN(C(=O)c3ccc(Cl)cc3)C2)cc1 (stereo not given)	13	2	12	5	-9	-5	11	1	1	23	0
C/C(CC(=O)Nc1cccc(Cl)c1Cl)=N\NC(=O)c1ccccc1N	-59	-36	-83	9	-4	-10	-51	-2	-96	-58	-1
O=C(Nc1cccc(S(=O)(=O)N2CCCCC2)c1)C1CCN(C(=O)c2ccc(Cl)cc2)CC1	-1	15	17	-6	16	-1	15	2	-2	-4	1
CN1CCN(C(=O)CSc2nc(-c3cccs3)ccc2C#N)CC1	-22	-14	-40	0	-12	-12	-5	-12	-26	-1	-1
Cc1ccc(SCC(=O)OCn2nnc3ccccc3c2=O)cc1C	9	-3	1	-3	13	-6	-14	4	-6	9	1
CCCCOP(=O)(OCCCC)C(O)c1ccc(N(C)C)cc1 (stereo not given)	7	-7	-17	-6	12	-12	2	2	-24	2	1
CC(C)C(OC(=O)c1cc2occc2n1C)C(=O)NCc1ccc2c(c1)OCO2 (stereo not given)	-13	2	6	2	-2	-5	-25	10	-16	16	-4
CCOC(=O)[C@@H]1[C@H]2COc3cc(OC)ccc3[C@@H]2N2C(=O)N(c3ccc(C(F)(F)F)cc3)C(=O)[C@@]12C	-24	11	17	-6	-10	12	2	9	-7	13	-9
CC(C)c1ccc(N(CC(=O)NCc2ccc(F)cc2)C(=O)c2snc(C(N)=O)c2N)cc1	-2	2	6	1	6	-12	7	-26	-1	3	10
C/C(=N\Nc1nc2ccccc2[nH]1)c1cc2ccccc2o1	-56	-12	-23	-3	-1	1	-26	11	-49	-22	1
CC(=O)N1CCN(Cc2cc(=O)oc3ccccc23)CC1	3	-15	-4	3	7	-6	16	x	8	-4	1
O=C(CCc1nnc(C2(c3ccc(Cl)cc3)CCC2)o1)N1CCCC(O)C1 (stereo not given)	-13	8	-4	4	-24	12	-3	-1	-24	-5	-1
C/C(CC(=O)Nc1ccc(Cl)cc1Cl)=N\NC(=O)c1ccco1	-51	-5	-126	18	-20	-5	-34	-2	-108	-45	1
O=C(Cc1cccc(NC(=O)C2CCCN(C(=O)CCc3ccccc3)C2)c1)Nc1ccc(C(=O)N2CCCCC2)cc1 (stereo not given)	-13	6	-4	1	-6	1	1	1	-1	-20	-2
C#CCCc1cocc1/C=[N+](\[O-])c1ccc(C(=O)OCC)cc1	-8	-14	-13	8	-7	3	-28	4	-6	-4	-4
CC1=NN=C(c2ccccc2)C(c2c[nH]c3ccccc23)N1O (stereo not given)	-20	-2	5	4	-8	1	-34	3	-66	-25	1
O=C(NCC1CC1)c1ccc2nc([C@@H]3O[C@H](CO)[C@H](O)[C@H](O)[C@H]3O)[nH]c2c1	-2	2	12	3	-10	-6	-2	x	-7	4	2
COc1ccc(C(C(=O)NC2CCCCC2)N(C(=O)c2snc(C(N)=O)c2N)c2ccc(OC)cc2OC)cc1 (stereo not given)	6	7	12	-4	-11	-11	7	3	9	10	16
O=S(=O)(c1ccc(Cl)cc1)N1CCC(n2cccc2)CC1	5	7	-5	3	-1	-1	-11	6	-3	-32	-4
CC1CN(C(=O)N2c3ccccc3Sc3ccccc32)C(C)CC1=O (stereo not given)	5	1	7	6	15	4	6	-9	-3	1	2
Cc1[nH]c2ccc(S(N)(=O)=O)cc2c1C	-7	0	19	6	1	-1	23	5	18	-1	0
Cc1ccc(Oc2nc3ccccn3c(=O)c2/C=C(\C#N)C(=O)Nc2c(C)n(C)n(-c3ccccc3)c2=O)cc1	-6	9	-4	5	-10	3	15	5	12	3	4
O=C(OCC(=O)N(CCc1ccccc1)Cc1ccccc1)c1cccc(O)c1	6	-3	4	-1	6	6	8	-4	14	1	-8
O=C(CCNC(=O)c1ccccc1Cl)Nc1cccc(C(F)(F)F)c1	16	-15	-2	2	-10	1	-6	3	6	15	4
CN(CC(=O)Nc1ccc(Cl)c(C(F)(F)F)c1)C(=O)Cc1c[nH]c2ccccc12	5	-5	13	-6	-1	-3	16	2	-14	-5	0
O=C(CSc1ccc(-c2nc3ccccc3[nH]2)cn1)Nc1ccc2c(c1)OCCO2	x	x	-38	-5	-26	-14	-35	5	-102	-146	-1
c1cc2c(cnc3cscc32)s1	-2	28	-10	4	1	5	15	-4	3	8	1

Quoted at random: 3 records from the list.
SMILES	SRC2 inh	NR2F2 inh	NR5A2 inv ag	ABHD5-PLIN5 inh	TWEAK-Fn14 inh	NOD2 RIPK2 PPI	TROY signal inh	TLR9-MyD88 block	SRC1 inh	NCOA3 inh	Exocytosis inh
O=C(CCNC(=O)c1ccccc1Cl)Nc1cccc(C(F)(F)F)c1	16	-15	-2	2	-10	1	-6	3	6	15	4
O=C(OCC(=O)N(CCc1ccccc1)Cc1ccccc1)c1cccc(O)c1	6	-3	4	-1	6	6	8	-4	14	1	-8
CC1=NN=C(c2ccccc2)C(c2c[nH]c3ccccc23)N1O (stereo not given)	-20	-2	5	4	-8	1	-34	3	-66	-25	1

One compound at a time (already shown). Screens in order: SRC2 inh | NR2F2 inh | NR5A2 inv ag | ABHD5-PLIN5 inh | TWEAK-Fn14 inh | NOD2 RIPK2 PPI | TROY signal inh | TLR9-MyD88 block | SRC1 inh | NCOA3 inh | Exocytosis inh
`O=S(=O)(c1ccc(Cl)cc1)N1CCC(n2cccc2)CC1` is listed with 5 | 7 | -5 | 3 | -1 | -1 | -11 | 6 | -3 | -32 | -4
`C/C(=N\Nc1nc2ccccc2[nH]1)c1cc2ccccc2o1` is listed with -56 | -12 | -23 | -3 | -1 | 1 | -26 | 11 | -49 | -22 | 1

(more compounds)
SMILES	SRC2 inh	NR2F2 inh	NR5A2 inv ag	ABHD5-PLIN5 inh	TWEAK-Fn14 inh	NOD2 RIPK2 PPI	TROY signal inh	TLR9-MyD88 block	SRC1 inh	NCOA3 inh	Exocytosis inh
Nc1ccccc1Nc1c(F)c(F)nc(F)c1Cl	11	-1	2	-10	1	5	9	-3	-16	-14	-7
Cn1c2ccccc2c2cnn(CC(=O)Nc3ccc(F)cc3F)c(=O)c21	20	5	16	1	-20	-3	-14	-1	5	12	1
Cc1ccnc(NC(=O)C2CCN(S(=O)(=O)c3cccc4nsnc34)CC2)c1	-10	-13	-10	-6	19	-20	5	-2	-5	8	-3
CCC(Cc1ccccc1)NC(=O)/C=C/c1ccco1 (stereo not given)	-48	16	10	13	-10	-17	9	-12	-24	-3	34

Some of these compounds in order of number of heavy atoms, ascending:
SMILES	SRC2 inh	NR2F2 inh	NR5A2 inv ag	ABHD5-PLIN5 inh	TWEAK-Fn14 inh	NOD2 RIPK2 PPI	TROY signal inh	TLR9-MyD88 block	SRC1 inh	NCOA3 inh	Exocytosis inh
c1cc2c(cnc3cscc32)s1	-2	28	-10	4	1	5	15	-4	3	8	1
Nc1ccccc1Nc1c(F)c(F)nc(F)c1Cl	11	-1	2	-10	1	5	9	-3	-16	-14	-7
O=C(CCNC(=O)c1ccccc1Cl)Nc1cccc(C(F)(F)F)c1	16	-15	-2	2	-10	1	-6	3	6	15	4
Cn1c2ccccc2c2cnn(CC(=O)Nc3ccc(F)cc3F)c(=O)c21	20	5	16	1	-20	-3	-14	-1	5	12	1
CN(CC(=O)Nc1ccc(Cl)c(C(F)(F)F)c1)C(=O)Cc1c[nH]c2ccccc12	5	-5	13	-6	-1	-3	16	2	-14	-5	0
O=C(CSc1ccc(-c2nc3ccccc3[nH]2)cn1)Nc1ccc2c(c1)OCCO2	x	x	-38	-5	-26	-14	-35	5	-102	-146	-1

An excerpt; the hit share may differ from the screen's.
